Pf gametocyte = P. falciparum stage V gametocyte viability inhibition | P. falciparum stage V gametocytes, ATP luminescence, 24 h | inhibition, % at 10.9 µM | AID 743093 | hit rate 0.065% among 150,000;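 active means inhibition above the mean plus 3 SD of compounds within the control limits, set per campaign, cut at about 38% in these data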;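 further: 0% = DMSO wells and 100% = medium only without gametocytes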
Mcl1 Noxa PPI = disrupts binding of human Mcl-1 to Noxa peptide. TR-FRET Mcl-1/Noxa peptide binding, 2 h. inhibition, % at 21.7 µM. hit rate 1.5% among 220,000. AID 1022;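 active means compounds that cut the protein-peptide binding signal by more than 50% relative to plate controls in a single-dose test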;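 further: His-tagged Mcl-1 with rhodamine Noxa BH3 peptide and terbium anti-His antibody; 0% = Mcl-1 plus Noxa peptide wells and 100% = peptide-only wells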
Target sequence (Q07820 whole entry, looked up): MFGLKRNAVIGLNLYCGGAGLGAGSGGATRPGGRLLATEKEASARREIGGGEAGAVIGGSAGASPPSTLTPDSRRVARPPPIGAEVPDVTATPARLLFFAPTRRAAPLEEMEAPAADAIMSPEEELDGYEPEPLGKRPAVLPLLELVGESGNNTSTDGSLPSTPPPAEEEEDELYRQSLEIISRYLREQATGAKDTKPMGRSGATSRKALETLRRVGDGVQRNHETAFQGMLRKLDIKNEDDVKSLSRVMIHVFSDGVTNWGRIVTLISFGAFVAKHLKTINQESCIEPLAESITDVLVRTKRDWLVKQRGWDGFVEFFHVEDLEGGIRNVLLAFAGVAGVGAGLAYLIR
Mcl1 Bid PPI = Mcl-1/Bid interaction inhibition. hit rate 0.97% among 220,000. AID 1021. TR-FRET Mcl-1/Bid-Dy647 peptide binding, 1536-well. inhibition, % at 21.7 µM. Q07820;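 active means compounds that cut the binding signal by more than half at the single screening dose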;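 further: His-tagged Mcl-1 with europium anti-His antibody binding Bid BH3 peptide; 0% = Mcl-1 plus peptide wells and 100% = peptide-only wells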
RGS8-Gao reg = regulators of human RGS8-Galphao interaction; P09471; multiplexed bead flow cytometry, RGS8-Galphao binding; actives lie on both sides; response (percent of control binding), % at 10 µM; hit rate 0.34% among 220,000; AID 1423; in the data active means response below about 60% or above about 140%; inactive means in between;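 further: Galphao activated as the GDP aluminium fluoride complex binding bead-coupled RGS8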
Target sequence (P09471 whole entry, looked up): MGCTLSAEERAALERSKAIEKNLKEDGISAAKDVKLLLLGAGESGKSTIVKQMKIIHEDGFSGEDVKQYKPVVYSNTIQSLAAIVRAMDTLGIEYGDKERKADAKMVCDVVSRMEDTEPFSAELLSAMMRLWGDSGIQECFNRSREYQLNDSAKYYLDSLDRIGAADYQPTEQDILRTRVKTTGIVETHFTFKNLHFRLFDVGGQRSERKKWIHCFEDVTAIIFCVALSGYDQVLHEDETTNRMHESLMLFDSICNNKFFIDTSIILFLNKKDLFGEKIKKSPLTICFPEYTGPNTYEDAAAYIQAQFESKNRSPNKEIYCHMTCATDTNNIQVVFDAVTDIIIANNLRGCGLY
* marks the source's active call; other numbers are inactive results. This is a subset; the hit share may differ from the screen's.

SMILES	Pf gametocyte	Mcl1 Noxa PPI	Mcl1 Bid PPI	RGS8-Gao reg
Cc1cc(C(=O)N/N=C/c2cccnc2)n[nH]1	-8	-1	-5	103
O=[N+]([O-])c1ccc(N=Cc2c(O)ccc3ccccc23)cc1	0	-1	-56	98
O=C1N=C(N2CCc3ccccc3C2)S/C1=C\c1ccc(O)cc1	-7	18	-13	108
C=CCNC(=S)NCc1ccccc1	8	8	-134	100
Cc1noc(C)c1NC(=O)NC(c1ccccc1)c1ccccc1	-8	14	4	100
Cc1ccc(S(=O)(=O)Nc2nc3ccccc3nc2NCC2CCCO2)c(C)c1 (stereo unspecified)	-3	24	-2	100
COC(=O)c1nnn(-c2cc(Cl)cc(Cl)c2)c1C(=O)OC	22	17	-4	106
O=C(COC(=O)CN1C(=O)c2cccc([N+](=O)[O-])c2C1=O)NC1CCS(=O)(=O)C1 (stereo unspecified)	-22	-19	-10	106
O=C1c2cccc3c([N+](=O)[O-])ccc(c23)C(=O)N1CCc1ccccn1	-32	-2	-29	98
O=C(Nc1ncn[nH]1)c1ccccc1O	3	25	4	99
CCN(CC)CCOC(=O)c1ccc(N/C=C(/C#N)c2nc(-c3ccc4c(c3)OCO4)cs2)cc1	12	69*	63*	100
C/C(=N\NC(=O)CSc1nc(C)[nH]c1[N+](=O)[O-])c1ccc(F)cc1	-21	3	-7	104
CS(=O)(=O)c1ccc2c(c1)sc1nc(=O)c(/C=C3/C=CC(=O)C(O)=C3)c(N)n12	-23	90*	6	82
O=C(O)/C=C\C(=O)Nc1ccc(F)c(F)c1F	-27	9	-13	103
Cn1nc(C(F)(F)F)c(-c2ccc(Br)cc2)c1NC(=O)c1nccnc1C(=O)O	10	2	7	101

Arranged by the number under Mcl1 Noxa PPI (low to high): some entries from above.
mol	Mcl1 Noxa PPI	Mcl1 Bid PPI	RGS8-Gao reg
Cc1noc(C)c1NC(=O)NC(c1ccccc1)c1ccccc1	14	4	100
O=C1N=C(N2CCc3ccccc3C2)S/C1=C\c1ccc(O)cc1	18	-13	108
CS(=O)(=O)c1ccc2c(c1)sc1nc(=O)c(/C=C3/C=CC(=O)C(O)=C3)c(N)n12	90*	6	82

Carrying on.
SMILES	Pf gametocyte	Mcl1 Noxa PPI	Mcl1 Bid PPI	RGS8-Gao reg
NC(=O)c1ccc[n+](CC(=O)c2ccccc2)c1	8	19	-36	101
COc1ccc(CCNC(=O)CCCOc2cccc(C)c2C)cc1OC	-4	-6	-18	99
COC(=O)c1ccc(COc2ccc(/C=N/Nc3nc(C)cc(=O)[nH]3)cc2)cc1	-15	55*	15	100
Cc1ccc(NC(=O)/C(=C/c2ccc([N+](=O)[O-])cc2)NC(=O)c2ccccc2)cc1	-11	3	-25	106
COc1cc(/C=C2/SC(=O)NC2=O)ccc1Oc1ccc([N+](=O)[O-])cc1[N+](=O)[O-]	-2	90*	-107	102
CCNC(=O)c1c(O)c2c([nH]c1=O)CCCC2	0	12	-22	102
CCOC(=O)Cc1csc(NC(=O)Nc2ccc(Cl)cc2)n1	26	4	-3	101
Cc1ccc(NC(=O)Nc2ccno2)cc1	-5	-2	-1	100
Cc1cc(C(=O)N/N=C/c2ccc(-c3cccc(Br)c3)o2)n[nH]1	30	-1	-1	104
Cc1c(CC(=O)Nc2ccc(Cl)cc2)sc2ccc(Cl)cc12	6	-19	-17	97
O=C(c1ccc(Oc2cc(Cl)cc(Cl)c2)o1)N1CCCCC1	-12	-13	-14	102
CCOC(=O)N1CCC(NS(=O)(=O)c2ccc(NC(C)=O)c(Cl)c2)CC1	-6	4	-10	98
N#C/C(=C\c1ccncc1)c1nc2ccccc2o1	17	31	-23	99
CCCCCCCCCCCC(=O)NC(Cc1ccc(OC)c([N+](=O)[O-])c1)C(=O)O (stereo unspecified)	-7	14	18	101
CCc1cccc(CC)c1NC(=S)Nc1cccc(Cl)c1Cl	5	20	-53	101
COc1ccc(OCc2nnc(NC(=O)Nc3ccccc3F)s2)cc1	15	7	-50	109
CN(C)N=Nc1nc2c(c(=O)n(C)c(=O)n2C)n1C	0	13	-14	98
CC(C)c1ccc(NC(=O)CSC(C)c2nc3ccccc3c(=O)[nH]2)cc1 (stereo unspecified)	1	-8	-35	103
COc1ccc(C(=O)Cn2c(Cl)nc3c2c(=O)n(C)c(=O)n3C)cc1	18	-15	-4	102
Cc1ccc(/C=C/C(=O)O)cc1S(=O)(=O)NCc1cccnc1	-2	-2	-15	100
CN(c1ccccc1)S(=O)(=O)c1cccc(Cl)c1Cl	-2	-20	-11	98
COc1ccccc1CC(=O)NCc1csc(-c2cccs2)n1	7	7	0	101
O=C(c1cnc2ccc3ccccc3c2c1)c1cc(F)ccc1O	9	12	-48	104
CCOc1ccc2nc(N3CCCC(C(=O)NCC4CCCO4)C3)sc2c1 (stereo unspecified)	-14	5	-34	104
C/C(=N\O)c1cc(Cl)ccc1O	-4	5	-11	100
O=C(NNC(=O)c1ccccc1Cl)c1ccccc1Cl	-6	-15	95*	98
COc1ccccc1N1CCN(C(=O)CN2C(=O)c3ccccc3S2(=O)=O)CC1	1	13	-11	102
CC(=O)c1c(N2CCOCC2)nc2ccc(Br)cc2c1-c1ccccc1	6	-6	2	101
CC1(c2nnc(-c3ccc(Cl)cc3)o2)CC(c2ccc(Cl)cc2)=NO1 (stereo unspecified)	-6	9	30	102
CCOc1ccc(/C(O)=C2\C(=O)C(=O)N(c3ccc(OC)cc3)C2c2ccccc2[N+](=O)[O-])cc1 (stereo unspecified)	4	12	-13	89
CN1CCN(NC(=O)c2cc(S(=O)(=O)Nc3ccc(Cl)cc3)ccc2Cl)CC1	-1	25	20	101
CCc1cccc(CC)c1N(COC)C(=O)Cn1cnc2ccccc21	-23	8	-16	98
COC(=O)c1cc2c(C(F)(F)F)nn(C)c2s1	6	-12	-8	99
O=S(=O)(Cc1ccco1)Cc1nc(-c2ccc(Cl)cc2)cs1	-9	-1	-6	102
Cn1c(SCc2ccc(C(C)(C)C)cc2)nnc1C1COc2ccccc2O1 (stereo unspecified)	-18	-2	5	99
COC(=O)CCCC1=CC2=CC(=O)C(C)(OC(=O)c3cccs3)C(=O)C2=CN1CCc1ccccn1 (stereo unspecified)	28	12	-43	101
S=c1[nH]nc(-c2ccco2)n1/N=C/C(Cl)=C/c1ccccc1	-16	19	-65	101
COC(=O)C(=Nc1ccccc1)/C(C(=O)C(=O)N(C)c1ccccc1)=C(\O)c1ccccc1	6	9	-54	102
O=C(COc1ccc(Cl)cc1Cl)NNC(=S)NC(=O)c1ccco1	0	-101	-79	107
O=C(NN1C(=O)c2ccccc2C1=O)c1ccc2c(c1)C(=O)N(CC1CCCO1)C2=O (stereo unspecified)	22	-7	-34	104
O=C1C(CSCc2ccccc2)NC(=S)N1c1ccccc1 (stereo unspecified)	-12	4	-13	101
Cc1ccc(SCc2cn3cc(Cl)ccc3n2)cc1	-7	16	-12	101
COc1ccccc1/C=C/C1(C(=O)NC2CCCC2)CC(=O)N1c1ccccc1 (stereo unspecified)	18	-16	-30	103
O=C(NCc1ccncc1)c1cc(-c2ccc(Cl)cc2)oc1C(F)(F)F	-23	10	-34	101
CCOc1ccc(-c2c(C(=O)N/N=C/c3ccccc3)nnn2-c2nonc2N)cc1	1	-5	-8	98

Pulled by structure from the entries so far (six):
SMILES	Pf gametocyte	Mcl1 Noxa PPI	Mcl1 Bid PPI	RGS8-Gao reg
COC(=O)C(=Nc1ccccc1)/C(C(=O)C(=O)N(C)c1ccccc1)=C(\O)c1ccccc1	6	9	-54	102
CCOc1ccc(-c2c(C(=O)N/N=C/c3ccccc3)nnn2-c2nonc2N)cc1	1	-5	-8	98
Cn1c(SCc2ccc(C(C)(C)C)cc2)nnc1C1COc2ccccc2O1 (stereo unspecified)	-18	-2	5	99
COC(=O)c1cc2c(C(F)(F)F)nn(C)c2s1	6	-12	-8	99
CN1CCN(NC(=O)c2cc(S(=O)(=O)Nc3ccc(Cl)cc3)ccc2Cl)CC1	-1	25	20	101
S=c1[nH]nc(-c2ccco2)n1/N=C/C(Cl)=C/c1ccccc1	-16	19	-65	101

(next part)
SMILES	Pf gametocyte	Mcl1 Noxa PPI	Mcl1 Bid PPI	RGS8-Gao reg
Cc1cnc(NC(=O)Cn2cnc3c2c(=O)n(C)c(=O)n3C)s1	-1	4	-39	93
CCCCC(CC)C(=O)Nc1ccc(S(=O)(=O)Nc2nccs2)cc1 (stereo unspecified)	-64	37	1	100
O=C(Nc1cccc(-c2csc(Nc3cccc(C(F)(F)F)c3)n2)c1)c1cc([N+](=O)[O-])cc(C(F)(F)F)c1	23	12	-82	101
Nc1nc(N)c2cc(Sc3ccc4ccccc4c3)ccc2n1	-1	84*	14	102
N=C1/C(=C\c2ccc(SCc3ccccc3)o2)C(=O)N=C2SC(CC(=O)N3CCOCC3)=NN12	-13	13	-25	101
Cc1cc(C)n2nc(C(=O)Nc3ccc(S(=O)(=O)N4CCCC4)cc3)nc2n1	-7	-18	-26	98
CCN(Cc1ccncc1)C(=O)c1ccccc1NS(=O)(=O)c1ccc(Br)cc1	15	7	19	105
NC(=O)Nc1ccc(Cl)cc1	-12	-2	-6	100
CS/C(Nc1cc(Cl)ccc1Cl)=C(/C#N)C(=O)c1ccco1	9	45	7	99
COc1ccc(CN2CCN(S(=O)(=O)c3ccc(NC(C)=O)cc3)CC2)cc1	-24	12	45	101
CSc1sc(C(=O)NCC2CC2)cc1S(=O)(=O)C(C)C	-20	-9	-6	110
Cc1ccc(-c2nc3[nH]c(=O)cc(NC(=O)C(C)C)n3n2)cc1	11	-25	-18	100
CC(=O)Cn1c(=O)oc2ccccc21	-2	-7	-11	97
Cc1cc2nc(/N=C(\N)NC(=O)C(C)C)nc(C)c2cc1C	-4	21	3	102
O=C(NNS(=O)(=O)c1ccccc1)c1cnn(-c2ccc(Cl)cc2)c1C(F)(F)F	11	21	0	116
CC(=O)N1N=C(c2ccc(C)c([N+](=O)[O-])c2)OC1(C)C	1	14	1	103
CC(=O)Nc1ccc(-c2csc(NC(=O)C3CC(=O)N(c4ccc5c(c4)OCCO5)C3)n2)cc1 (stereo unspecified)	11	87*	-31	95
Cc1cc(-c2nnnn2-c2ccc(C(F)(F)F)cc2)no1	0	-1	-5	101
CCOC(=O)C1=C(C)NC(=O)NC1c1ccc([N+](=O)[O-])o1 (stereo unspecified)	5	-3	-15	105
CC1(C)CC(=O)C=C(NCc2ccc(C(=O)O)cc2)C1	-3	-6	-61	102
Cc1cc(NC(=O)CSc2nnc(-c3ccncc3)n2Cc2ccccc2)n(-c2ccccc2)n1	0	9	-15	101
NNC(=O)c1nn(-c2ccc(Cl)cc2)cc1O	18	6	-113	99
Cc1csc2c(SCC(=O)NNS(=O)(=O)c3cccc(C(F)(F)F)c3)ncnc12	-4	4	21	100
CN(C)S(=O)(=O)c1cccc(NC(=S)N/N=C/c2ccco2)c1	-9	-32	-223	104
Cc1ccc(O)c(CO)n1	-8	2	-33	99
O=C(CNC(=O)c1ccc(Cl)cc1)Nc1ccc(S(=O)(=O)Nc2ncccn2)cc1	-8	26	-11	102
Cc1ccc(F)cc1NC(=O)N1CCCN(C(=O)OC(C)(C)C)CC1	-15	-13	-3	101
CC(=O)NNS(=O)(=O)c1ccc(-c2cc(C(F)(F)F)n(C)n2)s1	-4	-2	-22	98
CCCn1nc(NC(=O)c2cccs2)c2cc3ccc(C)cc3nc21	10	-5	-5	102
O=C(COC(=O)c1cc(S(=O)(=O)N2CCCC2)ccc1O)Nc1ccc(S(=O)(=O)N2CCOCC2)cc1	2	4	-7	97
Cc1nc(S/C(C(=O)O)=C2/C(=O)Nc3ccccc32)n[nH]1	11	47	-7	100
O=C(CN1CCN(Cc2ccc(Cl)cc2)CC1)N/N=C/c1ccccc1F	-14	4	-9	103
COc1ccccc1N(Cc1cc(=O)[nH]c2ccccc12)C(=O)c1cccc([N+](=O)[O-])c1	20	-12	-29	99
O=C(N/C=C\n1cnc2cc(C(F)(F)F)ccc21)c1ccc([N+](=O)[O-])cc1	-20	2	1	104
Cc1ncc(CO)c(/C=N/NC(=S)Nc2ccc(C(C)C)cc2)c1O	0	-64	-103	86
O=C(O)c1ccc(OCC(F)(F)F)nc1	-3	-9	-9	101
CC(=O)NC(CC(=O)NCCN1C(=O)S/C(=C\c2ccccc2)C1=O)c1ccccc1 (stereo unspecified)	0	2	-11	102
Cc1cc(C(=O)NCCc2ccc(Cl)cc2)n(-c2ccccc2)n1	5	2	-18	111
Cn1nc(C(C)(C)C)c(NC(=O)c2sccc2Cl)c1C(C)(C)C	12	-8	-7	100
COC(=O)CCC(=O)OC1(C)C(=O)C=C2C=C(C3CC3)N(CCN3CCOCC3)C=C2C1=O (stereo unspecified)	-4	15	-105	103
CC(NC(=S)NC1CCCCC1)C(c1cccs1)N1CCOCC1 (stereo unspecified)	-14	6	-53	103
Cc1nccn1CC(=O)N/N=C/c1ccccc1O	-61	-46	-57	109
CCOC(=O)c1c(C)nn(-c2ncccc2NC(=O)CCC(=O)O)c1C	-5	-12	-3	98
Cc1ccc(C(=O)NC2CCCCNC2=O)cc1 (stereo unspecified)	-11	-17	-20	101
CC12CCC(C/C1=N/O)C2(C)CBr (stereo unspecified)	2	-6	-9	98
CCSC1=C(C#N)C(CC(C)C)C2=C(CCCC2=O)N1 (stereo unspecified)	-26	-12	-28	98
